# High-throughput results deposited in PubChem by National Center for Advancing Translational Sciences (NCATS).
# Tau ThT inhib = inhibitors of human tau fibril formation, thioflavin T binding | P10636 | AID 1460 | recombinant tau K18 P301L, heparin-induced fibrillization, ThT fluorescence | Potency, µM (doses to about 57.4 µM), without a hit: at the top dose activity, negative = inhibition, hits mostly inhibitors | hit rate 2.1% among 270,000; active means well fitted inhibition curve with a large enough effect; inconclusive means small, poorly fitted or top-dose-only effect; further: nearly all actives have a fitted effect of over 55% in size
# Target sequence (P10636 561-689 P618L limits assumed): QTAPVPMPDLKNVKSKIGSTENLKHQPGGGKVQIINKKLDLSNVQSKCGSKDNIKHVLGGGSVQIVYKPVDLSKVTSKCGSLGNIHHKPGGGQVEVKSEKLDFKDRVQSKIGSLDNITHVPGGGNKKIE
#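 Using a mix of unlabeled (15 uM) and Alexa 594-labeled (0.24 uM) tau K18 P301L, heparin-triggered fibrillization over 6 hr at 37 C was scored by ThT fluorescence.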
# Lamin A splicing = LMNA splicing modulation; HeLa LMNA splicing GFP/RFP minigene ratio, 48 h; Potency, µM (top dose mostly 46.1 µM), for inactives: at the top dose ratio change, negative = inhibition, actives largely listed as inhibitors; hit rate 0.01% among 200,000; AID 1487; active means well fitted inhibition curve with a large enough effect in the signal ratio, with a control signal flat, not every such curve was filed as active; inconclusive means small, poorly fitted or top-dose-only effect, or effect the other way, or a change in a side signal; the % refers to the signal ratio
#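 S3 HeLa cells stably expressing lamin A-EGFP splicing minigene plus DsRed2, 600 cells/well, 48 h compound exposure at 37C. Laser-scanning cytometry; analysed as GFP (500-530 nm)/RFP (575-640 nm) total intensity ratio; 0.5% DMSO vehicle.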
# Active calls of the source: *; ? = inconclusive; [ ] = remark or other dose. On the % scale 0 is the no-effect control and ±100 the full control effect; potency means the concentration at half of the fitted maximal effect.
# Sample of the layout:
cpd	compound	Tau ThT inhib	Lamin A splicing
1	COc1ccccc1CNC(=O)c1cnc2sc(N3CCOCC3)nn2c1=O	5%	4%[46 µM]
2	O=C(NCC(c1ccco1)S(=O)(=O)c1cccs1)c1ccccc1F (stereo not drawn)	-9%	7%[46 µM]
3	CCc1ccc(C2=NN(CCC(=O)NCCc3ccc(Cl)cc3)C(=O)CC2)cc1	-15%	?
4	Cc1cccc(C(=O)Nc2ccc(S(=O)(=O)N3CCCCC3c3cccnc3)cc2)c1 (stereo not drawn)	-4%	?
5	Cc1ccc(OCC(=O)Nc2ccccc2C(=O)OCc2cc(=O)n3c(C)csc3n2)cc1	-12%	19%[46 µM]

# All compounds of this part (from the top)
cpd	compound	Tau ThT inhib	Lamin A splicing
1	COc1ccccc1CNC(=O)c1cnc2sc(N3CCOCC3)nn2c1=O	5%	4%[46 µM]
2	O=C(NCC(c1ccco1)S(=O)(=O)c1cccs1)c1ccccc1F (stereo not drawn)	-9%	7%[46 µM]
3	CCc1ccc(C2=NN(CCC(=O)NCCc3ccc(Cl)cc3)C(=O)CC2)cc1	-15%	?
4	Cc1cccc(C(=O)Nc2ccc(S(=O)(=O)N3CCCCC3c3cccnc3)cc2)c1 (stereo not drawn)	-4%	?
5	Cc1ccc(OCC(=O)Nc2ccccc2C(=O)OCc2cc(=O)n3c(C)csc3n2)cc1	-12%	19%[46 µM]
6	O=C(CSc1nnc(NC(=O)NC2CCCCC2)s1)Nc1ccccc1F	5%	5%[46 µM]
7	Cc1ccc2c(c1)N(C(=O)Nc1ccc(Br)cc1F)CCO2	8%	?
8	Cn1c(SCc2ccc(Br)cc2)nc2c([nH]c3ccccc32)c1=O	8%	-15%[46 µM]
9	CCC(C)NC(=O)C(=O)Nc1c2c(nn1-c1ccccc1)CS(=O)(=O)C2 (stereo not drawn)	-3%	-6%[46 µM]
10	Cc1cccc(-c2nc(SCc3cc(=O)c4cccc(F)c4[nH]3)n[nH]2)c1	-17%	?
11	Cc1ccc(C)c(N2C(=O)N(Cc3cccc(C(F)(F)F)c3)c3ccccc3S2(=O)=O)c1	13%	-18%[46 µM]
12	COc1cccc(CSc2nc3n(n2)C(c2cccs2)C(C(=O)Nc2ccccc2C)=C(C)N3)c1 (stereo not drawn)	3%	?
13	Cc1ccc(C(=O)n2nc(C)c(S(=O)(=O)N3CCCCCC3)c2C)cc1C	?	-4%[46 µM]
14	COC(=O)c1ccc(NC(=O)Cn2c(=O)nc(-c3ccccc3)c3ccccc32)cc1	0%	5%[46 µM]
15	COCCCn1c(SCC(=O)Nc2ccc(OC)cc2)nc2c(sc3ccccc32)c1=O	-9%	?
16	Cc1ccc2c(c1)N(CC(=O)Nc1ccccc1C(F)(F)F)C(=O)c1cccnc1O2	-3%	-11%[46 µM]
17	Cn1cc(CCCC(=O)NCc2cccc(Br)c2)c2ccccc21	10%	?
18	O=C(CCCCCn1c(=O)[nH]c2ccccc2c1=O)NCc1ccc(Cl)cc1	10%	2%[46 µM]
19	COc1cccc(N2CCN(C(=O)C(CCSC)NS(=O)(=O)c3ccc4c(c3)oc(=O)n4C)CC2)c1 (stereo not drawn)	3%	12%[46 µM]
20	O=S(=O)(NCc1ccc(F)cc1)c1ccc2[nH]c3c(c2c1)CCCCC3	-1%	?
21	Cc1ccc(C(=O)NCC(=O)OCc2cc(=O)n3nc(C4CC4)sc3n2)cc1	-12%	?
22	CNC(=O)C1CCC(Cn2c(=O)c3sccc3n(CC(=O)N3CCCCC3C)c2=O)CC1 (stereo not drawn)	-7%	10%[46 µM]
23	CCCS(=O)(=O)NCCc1sc2nc(-c3ccc(F)cc3)nn2c1C	-8%	2%[46 µM]
24	COc1ccc2c(c1)CC(C(=O)NCCN1CCN(c3cccc(Cl)c3)CC1)CO2 (stereo not drawn)	?	-4%[46 µM]

# Part of the list above, screen by screen:
(12) COc1cccc(CSc2nc3n(n2)C(c2cccs2)C(C(=O)Nc2ccccc2C)=C(C)N3)c1 (stereo not drawn)
(13) Cc1ccc(C(=O)n2nc(C)c(S(=O)(=O)N3CCCCCC3)c2C)cc1C
Assay by compound	12	13
Tau ThT inhib	3%	?
Lamin A splicing	?	-4%[46 µM]

# Following part:
cpd	compound	Tau ThT inhib	Lamin A splicing
25	O=C(CNC(=O)c1ccc(F)cc1)OCc1cc(=O)n2ccsc2n1	2%	-11%[46 µM]
26	CC1=C(C(N)=O)C(c2cccc(O)c2)n2ncnc2N1 (stereo not drawn)	2%	?
27	COc1ccc(Cn2ccc3nc(C)c(C(=O)Nc4cc(C)cc(C)c4)cc3c2=O)cc1	?	-4%[46 µM]
28	COc1ccc(N2CC(NC(=O)Cc3cccs3)CC2=O)cc1 (stereo not drawn)	3%	?
29	CC(C)CCNC(=O)c1cc(Sc2ccc(F)cc2F)nc2ccccc12	-13%	-3%[46 µM]
30	Cc1ccccc1C(=O)Nc1nc2c(s1)CC(C(C)(C)C)CC2 (stereo not drawn)	-10%	?
31	COc1ccc(OCC(=O)Nc2ccc(C(=O)OCc3cc(=O)n4nc(C)sc4n3)cc2)cc1	0%	-3%[46 µM]
32	Cc1ccccc1NC(=O)CCn1nc(-c2ccccc2)c2ccccc2c1=O	-3%	?
33	CCc1ccccc1NC(=O)C(C)n1nc(-c2ccc(C)c(C)c2)ccc1=O (stereo not drawn)	?	?
34	Cc1csc2nc(COC(=O)c3cccc(NC(=O)COc4ccccc4Cl)c3)cc(=O)n12	?	16%[46 µM]
35	Cn1c(SCc2cc(=O)c3cc(Cl)ccc3[nH]2)nnc1-c1ccccc1	9%	?
36	Cc1ccc(CNc2ncnc3c2c(-c2ccccc2)cn3-c2cccc(Cl)c2)cc1	-8%	-16%[46 µM]
37	O=C(CSc1n[nH]c(-c2ccc(F)cc2)n1)NCCc1ccccc1	-6%	0%[46 µM]
38	CCCCN(CC)C(=O)CSc1nc2n[nH]c(C)c2c(=N)n1-c1ccc(CC)cc1	?	-5%[46 µM]
39	COc1ccccc1N1CCN(S(=O)(=O)c2ccc3c(c2)CCCN3C(C)=O)CC1	1%	8%[46 µM]
40	COCCN(CCOC)c1ncnc2c1c(-c1ccccc1)cn2-c1ccc(C)c(Cl)c1	-7%	-18%[46 µM]
41	O=C(Cn1c(-c2cccs2)cc2cc(F)ccc21)N1CCN(c2cccc(Cl)c2)CC1	-1%	?
42	CCCS(=O)(=O)N1CC(=O)N(c2ccccc2C)C(C)(C(=O)NC2CCCC2)C1 (stereo not drawn)	9%	23%[46 µM]
43	COc1cccc(CNC(=O)C2CCN(C(=O)N3CCOc4ccc(Cl)cc43)CC2)c1OC	?	?
44	CCN(Cc1ccccc1)S(=O)(=O)c1ccc2c(c1)CC(C)N2C(=O)C1CCC1 (stereo not drawn)	-13%	-19%[46 µM]
45	COCCNc1nc(NCc2cccc(Cl)c2)c2cnn(C)c2n1	3%	-4%[46 µM]
46	CCN1CCC(N(Cc2cccc(OC)c2)C(=O)Nc2cccc(C)c2C)CC1	0%	-17%[46 µM]
47	CCC(=O)N1CCc2cc(CNC(=O)c3ccc(C#N)cc3)ccc21	-11%	-8%[46 µM]
48	COc1cc(OC)c(NS(=O)(=O)c2cc(-c3cnc(C4CC4)o3)ccc2C)cc1Cl	-3%	4%[46 µM]
49	CCC(=O)N1CCc2cc(CNS(=O)(=O)c3ccccc3F)ccc21	-1%	-6%[46 µM]
50	Cc1ccc(C)c(N2CCN(S(=O)(=O)c3cnc(N)nc3)CC2)c1	0%	-8%[46 µM]
51	O=C(COc1ccccc1F)Nc1ccccc1C(=O)OCc1cc(=O)n2nc(C3CC3)sc2n1	6%	12%[46 µM]
52	Cc1nn(-c2ccccc2)c2nc(C3CC3)cc(C(=O)Nc3ccc(F)cc3)c12	14%	9%[46 µM]
53	Cc1ccc(Cn2c(CO)cnc2SCC(=O)NCc2ccccc2Cl)cc1	-2%	8%[46 µM]
54	O=C1CC(c2ccccc2)Cc2[nH]c(=O)c(C(=O)Nc3ccc(F)cc3)cc21 (stereo not drawn)	-2%	9%[46 µM]
55	CCOc1ccc(C(=O)NCCc2sc(-c3cccc(F)c3)nc2C)cc1OCC	?	?
56	CC(=O)c1ccc(N2CCN(C(=O)c3ccc(Cn4c(=O)[nH]c5ccccc5c4=O)cc3)CC2)cc1	0%	?
57	CCCOc1ccc(-c2cccc(NS(=O)(=O)c3ccccc3)c2)nn1	-11%	5%[46 µM]
58	O=C(C1CCN(c2nc3ccccc3[nH]2)CC1)N1CCN(c2cccc(Cl)c2)CC1	-13%	?
59	CCN1CCc2c(sc(NC(=O)c3ccc(S(=O)(=O)N(C)C4CCCCC4)cc3)c2C(N)=O)C1	1%	-7%[46 µM]
60	Cc1ccc(NS(=O)(=O)c2c(C)[nH]c(=O)[nH]c2=O)c(C)c1	?	-18%[46 µM]

# Single records, as listed above. Order of values: Tau ThT inhib	Lamin A splicing
# `CCC(=O)N1CCc2cc(CNS(=O)(=O)c3ccccc3F)ccc21` across the screens: -1%	-6%[46 µM]
# `Cc1ccc(Cn2c(CO)cnc2SCC(=O)NCc2ccccc2Cl)cc1` across the screens: -2%	8%[46 µM]

# The list goes on.
cpd	compound	Tau ThT inhib	Lamin A splicing
61	Cc1ccc(-n2ncc(C(=O)N3CCN(c4ncccn4)CC3)c2C2CCN(C(=O)OC(C)(C)C)CC2)cc1	3%	4%[46 µM]
62	O=C(COc1ccccc1F)Nc1ccccc1OCc1cc(=O)n2ccccc2n1	5%	?
63	CCCCOc1ccc(C(=O)NCc2nnnn2-c2ccc(C)c(C)c2)cc1	?	-6%[46 µM]
64	CCOc1ccccc1NC(=O)N1CCN(Cc2nc3ccc(C)cc3o2)CC1	-3%	-7%[46 µM]
65	Cc1ccc(C)c(NC(=O)CSc2nc3c([nH]c4ccccc43)c(=O)n2-c2ccc(F)cc2)c1	2%	?
66	CCOc1ccc(CNC(=O)CN2C(=O)C3CCCCN3c3ccc(C(=O)N4CCCC4)cc32)cc1 (stereo not drawn)	-5%	4%[46 µM]
67	Cn1nnnc1SCCCNCc1cccc(OCc2ccc(F)cc2)c1	-5%	-8%[46 µM]
68	COCCNC(=O)C1CCN(S(=O)(=O)c2ccc3c(c2)CCCN3C(C)=O)CC1	-2%	-2%[46 µM]
69	CCS(=O)(=O)c1ncc(N(Cc2ccccc2)Cc2ccco2)c(C(=O)Nc2ccccc2C)n1	4%	9%[46 µM]
70	CN(C)c1ccc(NC(=O)CN2C(=O)c3ccccc3Sc3ccc(C(=O)N4CCCC4)cc32)cc1	?	-12%[46 µM]
71	Cc1ccc(-c2nc3scc(CCNC(=O)Cc4ccc(Cl)cc4)n3n2)cc1	-4%	?
72	CC(=O)N1c2ccc(S(=O)(=O)N3CCCCCC3)cc2CC1C(=O)NCc1ccccc1C (stereo not drawn)	-6%	?
73	COc1ccc(Cl)cc1C(=O)NCc1nnnn1-c1ccccc1	-1%	-4%[46 µM]
74	CC(=O)N1CCc2cc(Br)cc(S(=O)(=O)NCCc3cccc(C)c3)c21	-8%	?
75	COc1ccccc1OC(C)C(=O)N1CCN(CCc2ccccn2)CC1 (stereo not drawn)	5%	15%[46 µM]
76	CC(=O)c1ccc(NC(=O)c2ccc(-n3cnnc3)cc2)cc1	-6%	-6%[46 µM]
77	CCCCNS(=O)(=O)c1ccc2nc(NC(=O)c3cccnc3)sc2c1	6%	?
78	O=C(NCc1cccs1)c1ccc2c(c1)N(Cc1cccc(F)c1)C(=O)c1ccccc1S2	0%	7%[46 µM]
79	COc1ccc(Nc2ncc3c(n2)CCN(Cc2cccc(F)c2F)C3)c(OC)c1	?	?
80	Cn1cc(S(=O)(=O)N2CCOCC2)cc1C(=O)Nc1cccc(C#N)c1	-3%	-13%[46 µM]
81	O=C(C1CCN(c2ncnc3c2nc2n3CCCCC2)CC1)N1CCN(c2ccc(Cl)cc2)CC1	-17%	-4%[46 µM]
82	Cc1ccc(NS(=O)(=O)c2ccc3c(c2)NC(=O)CCS3)cc1C	-4%	?
83	Cc1ccc(-c2cc(C(=O)Oc3ccccc3Cl)no2)cc1C	-9%	4%[46 µM]
84	CCOc1ccc(CNC(=O)c2ccc(NC(=O)N3CCCCc4ccccc43)cc2)cc1OC	2%	-9%[46 µM]
85	Cc1nn(C)c2c1c(-c1ccccc1)cc(=O)n2CC(=O)NC(C)c1ccccc1 (stereo not drawn)	?	19%[46 µM]
86	Fc1cccc(Cl)c1CNc1n[nH]c(-c2ccco2)n1	3%	?
87	Cn1ccc2c(OCC(=O)Nc3cc(C(F)(F)F)ccc3Cl)cccc2c1=O	-15%	?
88	COc1cccc(C(=O)Nc2ccc(S(=O)(=O)N(Cc3ccccc3)c3ccccc3)cc2)c1	1%	?
89	CCc1ccc(NC(=O)c2cc(S(=O)(=O)N3CCCCCC3)ccc2F)cc1	3%	8%[46 µM]
90	CCOC(=O)C1CCCN(C(=O)c2ccc(NC(=O)c3nsc4ccccc34)cc2)C1 (stereo not drawn)	-14%	?
91	O=C(NCc1ccc(Cl)cc1)c1ccc(CNS(=O)(=O)c2ccc(F)cc2)cc1	-3%	-6%[46 µM]
92	COc1cccc(-c2cn3c(n2)sc2cc(C(=O)NCCCc4ccccc4)ccc23)c1	-5%	?
93	CCC1CN(C(=O)Nc2ccccc2C(F)(F)F)c2ccccc2S1 (stereo not drawn)	-3%	1%[46 µM]

# Some of the compounds tested; rates above refer to the full screens.
